Screens from PubChem BioAssay.
Shn3 3UTR inh = reduces Shn3 3'UTR luciferase signal in osteoblasts | Clone20 osteoblast Shn3 3'UTR firefly luciferase, 24 h | inhibition, % at 12.5 µM | hit rate 0.52% among 360,000 | AID 588674;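 active = mean inhibition of at least 75% with every replicate also reaching 75%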;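 note: 0% = median of neutral control wells and 100% = pilot-screen positive control compound; some compounds past the cut are filed as inactive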
C8 TRAIL sens = caspase-8 TRAIL sensitization; NB7+C8 cells + TRAIL, ATPlite viability luminescence; inhibition (viability loss, TRAIL sensitization), % at 10 µM; hit rate 1% among 360,000;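 active = compounds causing at least 50% loss of cell viability in the single-dose screen, relative to plate controls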
CF NFkB inh = inhibitors of cystic fibrosis induced NF-kB | KKLEB NF-kB-GFP reporter, PAF-induced, GFP fluorescence overnight | inhibition, % at 5 µM | hit rate 0.86% among 360,000;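 active = at least 50% inhibition at 5 µM, scaled per plate between neutral and stimulator controls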;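 note: PAF is a Pseudomonas aeruginosa culture filtrate used as stimulus; plate controls were PAF-stimulated DMSO wells for no effect and unstimulated DMSO wells for full effect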
SRC1 inh = inhibitors of human steroid receptor coactivator 1 (SRC1) | HEK293 GAL4-SRC1 luciferase reporter, luminescence | Q15788 | inhibition, % at 3.6 µM | hit rate 0.12% among 360,000;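 active = inhibition above the campaign mean plus 3 SD, with each screening campaign given its own cutoff, cut at about 60% in these data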;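 note: 0% = DMSO treated cells and 100% = gossypol at 36 µM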
Target sequence (Q15788 whole entry, looked up, the tested form may be a part): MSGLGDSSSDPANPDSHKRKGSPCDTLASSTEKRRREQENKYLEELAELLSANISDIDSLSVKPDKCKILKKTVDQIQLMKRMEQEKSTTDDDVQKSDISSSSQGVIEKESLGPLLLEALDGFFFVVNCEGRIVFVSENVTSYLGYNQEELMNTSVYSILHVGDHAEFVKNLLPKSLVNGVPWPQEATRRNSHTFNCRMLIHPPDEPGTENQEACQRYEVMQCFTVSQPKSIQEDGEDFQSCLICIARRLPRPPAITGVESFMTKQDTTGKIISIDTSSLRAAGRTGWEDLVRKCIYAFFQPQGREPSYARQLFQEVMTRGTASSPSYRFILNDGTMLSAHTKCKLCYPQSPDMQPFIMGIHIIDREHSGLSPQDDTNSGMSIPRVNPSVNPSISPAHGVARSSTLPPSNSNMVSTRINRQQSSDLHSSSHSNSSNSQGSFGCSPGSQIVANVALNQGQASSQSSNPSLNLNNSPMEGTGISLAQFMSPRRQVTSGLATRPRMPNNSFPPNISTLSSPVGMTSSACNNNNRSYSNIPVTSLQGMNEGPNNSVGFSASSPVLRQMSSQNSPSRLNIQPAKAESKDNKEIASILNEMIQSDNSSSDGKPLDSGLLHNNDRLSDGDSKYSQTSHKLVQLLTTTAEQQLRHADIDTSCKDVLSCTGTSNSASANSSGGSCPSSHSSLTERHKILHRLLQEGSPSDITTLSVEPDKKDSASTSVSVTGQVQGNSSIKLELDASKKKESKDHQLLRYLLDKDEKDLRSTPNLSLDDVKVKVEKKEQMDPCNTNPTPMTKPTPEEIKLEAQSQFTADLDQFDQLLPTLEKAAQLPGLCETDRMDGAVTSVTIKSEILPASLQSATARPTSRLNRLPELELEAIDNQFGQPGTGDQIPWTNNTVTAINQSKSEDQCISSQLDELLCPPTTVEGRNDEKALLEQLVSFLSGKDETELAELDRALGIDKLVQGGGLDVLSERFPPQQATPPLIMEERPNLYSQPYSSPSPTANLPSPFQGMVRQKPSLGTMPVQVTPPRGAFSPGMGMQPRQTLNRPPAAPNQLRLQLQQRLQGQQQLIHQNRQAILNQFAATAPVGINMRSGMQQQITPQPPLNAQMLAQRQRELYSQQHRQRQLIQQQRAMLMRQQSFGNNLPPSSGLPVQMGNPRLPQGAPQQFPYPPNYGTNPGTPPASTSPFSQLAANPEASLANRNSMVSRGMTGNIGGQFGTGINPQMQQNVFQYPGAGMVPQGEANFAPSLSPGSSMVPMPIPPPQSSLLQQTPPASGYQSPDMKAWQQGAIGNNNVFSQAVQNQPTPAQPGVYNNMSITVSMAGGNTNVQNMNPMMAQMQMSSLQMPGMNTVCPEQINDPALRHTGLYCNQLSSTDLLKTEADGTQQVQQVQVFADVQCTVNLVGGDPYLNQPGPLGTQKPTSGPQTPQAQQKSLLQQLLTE
EBV LMP1 NFkB = reduces LMP1-driven NF-kappaB luciferase signal; hit rate 0.69% among 350,000; inhibition, % at 12.5 µM; LMP1-induced NF-kappaB luciferase reporter cells, luminescence; AID 504558; in the data active = inhibition above about 41%;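 note: 0% = neutral control wells and 100% = reference inhibitor control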
KKLEB tox = counter-screen for CF NF-kB inhibitors: cytotoxicity; KKLEB CF airway cells viability, ATPlite luminescence, overnight; active compounds read low; cells stimulated with P. aeruginosa culture filtrate; activity change (cytotoxicity), % at 5 µM; hit rate 0.36% among 360,000; AID 602141;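 active = corrected activity change at or below -50% at 5 µM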
NR5A2 inv ag = inverse agonists of human LRH-1 (NR5A2). HEK293T StAR-luciferase reporter, LRH-1 transfected, 24 h. inhibition, % at 3.6 µM. hit rate 0.13% among 360,000;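 active = inhibition above the mean inhibition of all tested compounds plus 3 SD, cut at about 73% in these data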;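 note: 0% = DMSO wells and 100% = reporter-only cells lacking LRH-1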
TROY NFkB inh = TROY signaling inhibition | Q293 LMP1-TROYcd NF-kB luciferase reporter, 4 h | hit rate 0.98% among 360,000 | inhibition, % at 10 µM;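 active = compounds whose plate-normalised and pattern-corrected inhibition of the luciferase reporter signal at the single screening dose is 50% or more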
SRC3 inh = inhibitors of human steroid receptor coactivator 3 (SRC3) | HEK293 GAL4-SRC3 luciferase reporter, luminescence | inhibition, % at 3.6 µM | hit rate 0.17% among 360,000 | AID 588352;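 active = inhibition above a per-campaign cutoff, the mean of all compounds plus 3 SD, cut at about 60% in these data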;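 note: 0% = DMSO-treated cells and 100% = gossypol-treated cells at 36 µM; higher means less SRC3-driven luciferase light from the GAL4 reporter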
TWEAK Fn14 block = inhibitors of TWEAK-Fn14 interaction signaling; inhibition, % at 10 µM; hit rate 2% among 360,000; TWEAK-stimulated Fn14 reporter cells, luciferase luminescence, 8 h; AID 1159606; in the data active = inhibition above about 50%
COUP-TFII inh = NR2F2 (human) inhibition, primary screen; P24468; HEK293T NGFI-A luciferase reporter, luminescence; inhibition, % at 8.6 µM; hit rate 0.7% among 370,000; AID 686940;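 active = inhibition above a per-plate cutoff, mean inhibition of test wells between control levels plus 3 SD, cut at about 38% in these data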;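 note: cells cotransfected with COUP-TFII expression vector driving the NGFI-A reporter; 0% = median of COUP-TF2 test wells and 100% = reporter-only cells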
An asterisk follows results filed as active; nt = no result given. An excerpt; the hit share may differ from the screen's.

no.	Structure	Shn3 3UTR inh	C8 TRAIL sens	CF NFkB inh	SRC1 inh	EBV LMP1 NFkB	KKLEB tox
1	NS(=O)(=O)c1ccc(CCNCC(=O)NC2CC2)cc1	-2	-4	10	-6	-7	-1
2	COc1ccc(Nc2nnc(C)c(=O)[nH]2)c(OC)c1	-2	-15	12	5	0	1
3	CC12CCC(C(=O)N(NC(=O)c3cc(Cl)ccc3O)C1=O)C2(C)C (stereo not given)	-1	-1	-14	-20	3	-2
4	O=C(N/N=C/c1ccccc1[N+](=O)[O-])c1ccc2c(c1)OCCO2	15	93*	4	-68	37	-50
5	COc1ccc(OCCCC(=O)Nc2cccc(S(=O)(=O)N3CCCCCC3)c2)cc1	14	34	1	-2	5	-9
6	Cc1cc(Br)c(NC(=O)CCNC(=O)OCc2ccccc2)cc1C	-1	5	-5	-11	6	-8
7	O=C(NCCCn1ccnc1)c1ccc(COc2ccccc2)o1	-6	-20	3	-14	12	1
8	CC(C)Sc1nc(NCc2ccco2)c2c3c(sc2n1)COC(C)(C)C3	-41	11	5	-27	-27	-7
9	CC1(C)Cc2c(cnn2-c2ccc(F)cc2)C(NC(=O)CCCN2CCCCC2=O)C1 (stereo not given)	-15	-11	-3	-17	-7	32
10	Cc1cc(C)n2nc(C(=O)OCCOc3ccc(F)cc3)nc2n1	2	-11	-10	4	0	-4
11	CN(C)C(=O)c1cccc(-c2cnc3c(NC=O)cc(-c4ccccc4N(C)C)cn23)c1	8	-5	-9	-19	nt	-14
12	CN(C)S(=O)(=O)c1ccc(Cl)c(NC(=O)CN2CCCCCC2)c1	4	4	-21	-25	2	3
13	CN(C)c1cccc(C(=O)Nc2nnc(Cc3ccccc3)s2)c1	-5	-4	-6	-2	-7	4
14	Nc1nc(N2CCN(c3cccc(Cl)c3)CC2)n[nH]1	-7	-2	12	5	-6	2
15	COc1ccc(COC(=O)C2=C(C)NC(=O)NC2c2cccc(OC)c2OC)cc1 (stereo not given)	-10	-4	-3	-18	-2	-6

no.	NR5A2 inv ag	TROY NFkB inh	SRC3 inh	TWEAK Fn14 block	COUP-TFII inh
1	-12	-7	-2	0	-3
2	-6	-12	2	0	10
3	5	-10	-9	-16	-5
4	-137	-16	-64	22	-52
5	2	31	9	36	8
6	-13	-22	-4	-5	-8
7	-10	13	-4	-17	5
8	-53	-22	-21	-7	-19
9	0	-39	-48	-9	-11
10	10	-34	-3	-14	-10
11	9	3	-4	-12	7
12	-1	19	-5	-6	-12
13	-21	-14	-21	-1	-5
14	9	7	7	-12	21
15	5	-6	-8	-1	15

By substructure, those above containing sulfur
no.	Structure	Shn3 3UTR inh	C8 TRAIL sens	CF NFkB inh	SRC1 inh	EBV LMP1 NFkB	KKLEB tox
1	NS(=O)(=O)c1ccc(CCNCC(=O)NC2CC2)cc1	-2	-4	10	-6	-7	-1
5	COc1ccc(OCCCC(=O)Nc2cccc(S(=O)(=O)N3CCCCCC3)c2)cc1	14	34	1	-2	5	-9
8	CC(C)Sc1nc(NCc2ccco2)c2c3c(sc2n1)COC(C)(C)C3	-41	11	5	-27	-27	-7
12	CN(C)S(=O)(=O)c1ccc(Cl)c(NC(=O)CN2CCCCCC2)c1	4	4	-21	-25	2	3
13	CN(C)c1cccc(C(=O)Nc2nnc(Cc3ccccc3)s2)c1	-5	-4	-6	-2	-7	4

no.	NR5A2 inv ag	TROY NFkB inh	SRC3 inh	TWEAK Fn14 block	COUP-TFII inh
1	-12	-7	-2	0	-3
5	2	31	9	36	8
8	-53	-22	-21	-7	-19
12	-1	19	-5	-6	-12
13	-21	-14	-21	-1	-5

(more compounds)
no.	Structure	Shn3 3UTR inh	C8 TRAIL sens	CF NFkB inh	SRC1 inh	EBV LMP1 NFkB	KKLEB tox
16	O=C(NCC1CCCN(C(=O)NCc2ccccc2)C1)c1ccc2c(c1)OCO2 (stereo not given)	-23	6	4	-20	2	2
17	O=C(CCCc1ccccc1)Nc1ccnn1C1CCN(Cc2ccccn2)CC1	-7	-4	-10	11	-10	-3
18	O=C(CSc1nnc(-c2ccccn2)o1)Nc1ccccc1C(F)(F)F	-27	14	12	-35	-13	-2
19	COc1ccc(-n2ncc3c2CC(C)(C)CC3NC(=O)C2CCN(C(C)=O)CC2)cc1 (stereo not given)	-24	-7	-15	5	-5	-2
20	CCCS(=O)(=O)NC(=O)C1(C)CCCN(C(=O)c2ccc(SC(F)(F)F)cc2)C1 (stereo not given)	0	-13	-2	9	nt	9
21	Cc1ccc(N/C=C2\CCCCC2=O)nc1	-12	-12	-21	-19	-11	-15
22	CCOc1ccccc1C1CC(=O)NC(SCC)=C1C#N (stereo not given)	-12	-6	16	6	-1	-9
23	O=C1c2cccc(Sc3ccccc3)c2C(=O)c2c(Sc3ccccc3)cccc21	-14	2	-7	-22	-4	1
24	CCOCCCNS(=O)(=O)c1ccc2c(c1)OCCO2	7	-9	4	10	3	-6
25	COC(=O)CCC(=O)NNC(=O)CCC(=O)Nc1cccc(Cl)c1C	5	-5	8	-13	-21	0
26	COc1ccc(C(C)(C)NC(=O)C2CCC(=O)N(CCCN3CCCC3=O)C2)cc1 (stereo not given)	4	-38	10	3	0	4
27	O=C(O)c1ccc(NC(=O)C2(c3ccccc3)CCCC2)cc1	-9	4	-14	-2	0	12
28	CCCN(CCC)S(=O)(=O)c1ccc(C(=O)N2CCCc3ccccc32)cc1	11	4	12	6	3	23
29	COc1ccc(N2CCN(C(=O)COC(=O)CCOc3ccc(C(C)(C)C)cc3)CC2)cc1	13	-15	-14	-4	4	8
30	CCN(CC(=O)Nc1sc2c(c1C#N)CCCC2)CC(=O)NC1CCS(=O)(=O)C1 (stereo not given)	6	-7	-5	-10	-11	-13

no.	NR5A2 inv ag	TROY NFkB inh	SRC3 inh	TWEAK Fn14 block	COUP-TFII inh
16	-5	-34	-4	7	7
17	10	-2	-13	8	8
18	-20	12	-67	22	-7
19	-27	-20	-6	-15	-14
20	16	1	-5	9	-3
21	9	-6	-12	-13	-6
22	-30	-8	-1	3	9
23	-19	-1	4	-10	-8
24	0	-17	6	8	-20
25	-5	-5	2	0	-15
26	9	-11	14	1	-17
27	8	8	13	-8	14
28	-9	21	-7	12	22
29	-10	11	0	-7	-5
30	-9	-11	-1	-14	19

Additional entries
no.	Structure	Shn3 3UTR inh	C8 TRAIL sens	CF NFkB inh	SRC1 inh	EBV LMP1 NFkB	KKLEB tox
31	COc1ccccc1NC(=O)Nc1nc(CC(=O)NC2CCCC2)cs1	3	18	5	-13	-2	7
32	Cc1ccc(NC(=O)CCS(=O)(=O)c2cccc3nonc23)cc1Cl	5	-15	6	7	6	-10
33	O=C(COC(=O)c1cccnc1Cl)Nc1cc(S(=O)(=O)N2CCCCCC2)ccc1Cl	3	3	2	-9	-5	-2
34	COc1ccc(Cl)cc1N(CC(=O)N1CCCCCC1)S(C)(=O)=O	5	6	-11	-2	-46	-2
35	Cc1ccc(C)c(C(=O)CN2C(=O)NC3(CCc4ccccc43)C2=O)c1 (stereo not given)	13	10	0	-4	-2	-1
36	COc1ccc(CCN2CC(C(=O)Nc3ccc4c(c3)OCO4)CC2=O)cc1OC (stereo not given)	-11	2	-6	-12	1	10
37	O=C(CCc1ccccc1)N/N=C\c1cc2c(cc1Br)OCO2	14	1	-36	-3	8	0
38	CC(NC(=O)C1CCCC1)C1CC2CCC1C2 (stereo not given)	13	-9	-14	1	14	4
39	COc1ccc(C)cc1-n1nnnc1SCc1nc(N)nc(N(C)C)n1	10	21	2	-2	nt	8
40	O=C(Nc1nc(-c2ccc([N+](=O)[O-])cc2)cs1)C1=COCCO1	19	12	-16	-17	-2	5
41	COc1cc(Cn2c3ccc(NC(=O)CCc4ccc(O)cc4)cc3c(=O)n2C)ccc1F	6	6	-13	48	nt	10
42	CCOC(=O)c1c(C)[nH]c(C(=O)COC(=O)c2cnccn2)c1C	0	-7	15	-27	1	-14
43	CCCCCCC(=O)NNC(=O)c1c(O)c2ccccc2n(CCC)c1=O	2	-5	-3	2	0	3
44	CCN(CC)c1ccc(C(=O)N/N=C(\C)c2cccnc2)cc1	-5	12	10	6	-4	-10
45	COCCSc1ccccc1C(=O)Nc1cc([N+](=O)[O-])ccc1OC	-4	0	-4	-8	-5	0
46	O=C(O)c1cc2cc(Cl)cc(Cl)c2oc1=O	-15	-1	-13	-32	-5	2
47	O=C(Nc1cccc(-n2cnnn2)c1)c1cnccc1Cl	23	7	-13	-7	-2	5
48	CCCn1c(SCc2ccccc2)nc2c1c(=O)[nH]c(=O)n2C	1	-8	10	-7	3	-4

no.	NR5A2 inv ag	TROY NFkB inh	SRC3 inh	TWEAK Fn14 block	COUP-TFII inh
31	-16	-31	-11	14	12
32	10	1	-12	6	5
33	-8	18	-9	22	9
34	-2	-17	7	6	17
35	-3	12	-10	8	-2
36	7	-10	9	-7	-14
37	6	8	-4	-1	-8
38	3	9	13	5	-10
39	15	-1	19	1	8
40	-40	-43	-42	-9	-18
41	61	3	49	4	-5
42	0	-11	14	-9	-22
43	-11	41	3	16	13
44	2	7	24	6	-5
45	0	-10	13	6	7
46	-2	8	13	10	20
47	-9	5	-8	0	-7
48	-2	0	1	-20	-1

Individual results from the results shown.
Value for compound 30 under COUP-TFII inh: 19
Value for compound 15 under C8 TRAIL sens: -4
